Casp6 inh: caspase-6 (human) enzyme inhibition | purified caspase-6, Z-VEID-R110 cleavage fluorescence | inhibition, % at 12.5 µM | 0.53% of 350,000 active | AID 686996;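 active = mean inhibition across replicates at least about 35%, with every replicate also reaching that limit, limit read from the data; inconclusive = only one of the two criteria met; inactive = neither criterion met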;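 also: 0% = median of neutral control wells and 100% = no fluorescence left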
Target sequence (P55212 24-179 limits assumed): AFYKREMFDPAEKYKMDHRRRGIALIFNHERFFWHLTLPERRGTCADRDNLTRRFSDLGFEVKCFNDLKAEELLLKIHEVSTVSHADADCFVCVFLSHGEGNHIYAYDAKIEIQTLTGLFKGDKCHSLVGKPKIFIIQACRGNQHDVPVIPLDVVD
Target sequence (P55212 194-293 limits assumed): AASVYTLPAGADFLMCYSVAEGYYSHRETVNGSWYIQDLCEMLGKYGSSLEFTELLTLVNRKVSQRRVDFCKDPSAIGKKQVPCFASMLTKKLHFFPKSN
E-sel inducer: E-selectin induction on HUVECs; P16581; HUVEC E-selectin immunofluorescence imaging; normalized: neutral wells 0, TNF-alpha wells 100; activation, % at 7.58 µM; 0.37% of 260,000 active; AID 686992;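 active = mean E-selectin-positive cell signal at least 10% of the positive control, reached in at least 60% of replicates, without over 20% cell loss; inconclusive = no rule given, readout overlaps actives, possibly toxicity-flagged; inactive = the rest, including those meeting only one limit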;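 also: in these data hits start at about 27%; measured in HUVEC primary endothelial cells; signal is the percent of cells scored E-selectin positive by PE staining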
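Test system: HUVEC | Signal: Immunofluorescence imaging | Read-out: Percent E-selectin-positive cells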
DENV2 CPE: protects cells from dengue virus 2 cytopathic effect | DENV2-infected cells, cytopathic effect rescue, plate reader | CPE inhibition, % at 9.99 µM | 1.7% of 350,000 active | AID 651640; in the data active = CPE inhibition above about 20%, passing the limit was not always enough; inconclusive = no clear call, values can overlap the other calls; tested in BHK-21 cells;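 also: 0% = median of neutral control wells and 100% = median of positive control wells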
Xi reactivation: reactivates the inactive X chromosome in mouse fibroblasts; XiGFP mouse fibroblasts, % GFP-positive cells imaging, 3 d; cells co-treated with 5-aza-dC sensitizer; scaled so ellipticine positive control = 100%; activation, % at 7.58 µM; 0.055% of 360,000 active;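 active = mean normalized replicate activation at least 10% and every replicate at or above 10%; inconclusive = only one of the two criteria met; inactive = mean below 10% and not all replicates reach 10%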;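 also: 0% = median of on-plate neutral control wells and 100% = ellipticine 6 µM median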
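System: XiGFP fibroblasts, SV40-immortalized. Medium: DMEM plus 5-aza-dC sensitizer. Doses: single point. Timing: 3 d treatment, 15 min room-temperature fixation. Control set: ellipticine 6 µM.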
CFTR F508del cor: CFTR F508del correction in bronchial cells. CFBE cells, YFP halide quenching; stimulated with forskolin plus potentiator P3; % fluorescence drop versus neutral controls. activity (quench increase), % at 7.58 µM. 0.36% of 350,000 active. AID 720511;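 active = mean added fluorescence quench of at least 8% versus neutral control, with both replicates also reaching 8%; inconclusive = only one of the mean or replicate conditions met; inactive = mean below 8% and not both replicates reaching 8%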;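 also: cells transiently co-express mutant CFTR-F508del with the halide-sensitive YFP; corrector assay measuring rescue of mutant channel to the surface after 24 h compound exposure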
RAD52 inh: RAD52 (human) annealing inhibition; recombinant RAD52 DNA annealing, FRET fluorescence; inhibition, % at 18.7 µM; 0.46% of 360,000 active; AID 651710;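 active = every replicate showing at least 50% inhibition; inconclusive = mean inhibition at least 50% but not in every replicate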
INS-1E GSIS act: primary screen for activators of insulin secretion dependent on glucose, INS-1E cells, GLuc reporter luminescence; INS-1E GLuc reporter insulin secretion, 2-3 h; activation, % at 16.6 µM; 0.61% of 370,000 active;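 active = lowest replicate activation of at least 40%, so every replicate reaches that level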;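 also: 0% = median of neutral control wells and 100% = median of IBMX positive control wells; some compounds called inactive have numbers as strong as hits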
RAD54 inh: RAD54 (human) branch migration inhibition. Q92698. RAD54 Holliday junction branch migration, FAM/BHQ fluorescence. inhibition, % at 10.4 µM. 0.14% of 360,000 active. AID 602329;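 active = mean normalized replicate activity at least 40 and at least half of replicates scoring 40 or more; inconclusive = only one of the two criteria met; inactive = mean below 40 and under half of replicates reaching 40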;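 also: 0% = median of neutral control wells and 100% = median of positive control wells; inhibitors cause a drop in the FAM fluorescence signal; in these data hits start at about 50%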
Target sequence (Q92698 whole entry, looked up): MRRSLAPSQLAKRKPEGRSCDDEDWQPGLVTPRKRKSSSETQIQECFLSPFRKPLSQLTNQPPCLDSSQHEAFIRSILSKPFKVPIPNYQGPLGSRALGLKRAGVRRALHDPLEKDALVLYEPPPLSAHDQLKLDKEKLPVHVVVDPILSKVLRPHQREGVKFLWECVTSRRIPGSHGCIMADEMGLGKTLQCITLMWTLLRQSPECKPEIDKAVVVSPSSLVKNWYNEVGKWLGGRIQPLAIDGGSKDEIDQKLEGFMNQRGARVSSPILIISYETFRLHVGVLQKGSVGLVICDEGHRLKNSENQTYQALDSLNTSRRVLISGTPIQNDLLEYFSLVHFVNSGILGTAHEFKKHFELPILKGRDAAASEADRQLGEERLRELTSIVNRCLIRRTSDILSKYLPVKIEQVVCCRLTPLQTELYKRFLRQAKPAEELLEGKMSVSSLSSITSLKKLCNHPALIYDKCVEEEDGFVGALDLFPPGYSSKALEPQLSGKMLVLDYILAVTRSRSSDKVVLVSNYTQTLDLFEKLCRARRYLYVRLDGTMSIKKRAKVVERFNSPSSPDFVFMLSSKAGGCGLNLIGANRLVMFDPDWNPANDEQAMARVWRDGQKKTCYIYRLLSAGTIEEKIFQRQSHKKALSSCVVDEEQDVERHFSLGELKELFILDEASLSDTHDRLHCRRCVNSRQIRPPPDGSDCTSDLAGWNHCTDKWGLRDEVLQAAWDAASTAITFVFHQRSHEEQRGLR
The depositor's hits bear a star; ? = inconclusive; / = no result given; & = joins results of further samples.

SMILES	Casp6 inh	E-sel inducer	DENV2 CPE	Xi reactivation	CFTR F508del cor	RAD52 inh	INS-1E GSIS act	RAD54 inh
Cc1ccc(S(=O)(=O)NCCC(=O)OCC(=O)Nc2cccc(S(=O)(=O)NC3=NCCCCC3)c2)cc1	1	-0.3	0	0.1	-3.8	-35	-10	-3
C[C@H](NC(=O)C[C@H]1CC[C@@H](NC(=O)C2CCOCC2)[C@H](CO)O1)c1ccccc1	0	-0.2	-3	-0.1	0.1	-3	22	-1
COC(=O)c1cnn2c1C(=O)N(Cc1cccs1)CC2	1	1.3	4	0.3	-1.7	1	-27	1
Cc1ccc(-c2nnc(NC(=O)c3ccco3)o2)c(C)c1	-3	7.2	4	0.3	-1.0	-4	20	0
C=C(C)CN(CC)C(=O)c1ccc(OC2CCN(S(=O)(=O)N(C)C)CC2)cc1	0	/	3	0.0	-0.1	-20	-8	/
CO[C@H]1CN(C)C(=O)c2ccc(NC(=O)c3cnccn3)cc2OC[C@H](C)N(C(C)=O)C[C@@H]1C	2	-0.1	5	0.4	-0.5	-8	13	/
CCOc1cc2[nH]c(=S)n(CCCN3CCN(C)CC3)c(=O)c2cc1OCC	-39	-0.1	9	0.1	0.2	13	17	2
C[C@H](NC(=O)C[C@H]1CC[C@H]2[C@H](COc3ccc(NS(=O)(=O)c4ccc(Cl)cc4)cc3C(=O)N2C)O1)c1ccccc1	1	128*	8	0.0	-2.0	14	-9	0
C[C@@H]1CCCCO[C@H](CN(C)C(=O)Cc2ccccc2)[C@H](C)CN([C@H](C)CO)C(=O)c2cc(NS(=O)(=O)c3cccs3)ccc2O1	2	0.1	-12	-0.2	1.0	-7	-35	0
COCC#Cc1cnc2c(c1)C(=O)N([C@H](C)CO)C[C@@H](C)[C@@H](CN(C)C(=O)Nc1c(C)noc1C)O2	1	0.5	-9	-0.2	0.0	-5	-11	3
C[C@H](CO)N1C[C@H](C)[C@@H](CN(C)CC2CCOCC2)Oc2cc(C#C[C@@H](C)O)ccc2S1(=O)=O	1	0.3	-1	-1.2	-1.1	10	9	-8
CCOC(=O)C1C(c2ccc([N+](=O)[O-])cc2)C2C(=O)NN=C2CC1(C)O (configuration not stated)	-4	-1.0	-4	-0.1	-0.5	-3	21	-5
O=C(OCC(=O)c1ccccc1Cl)C1=NN(c2ccccc2)C(=O)CC1	-5	0.2	-4	0.0	-1.4	-8	2	2
CC(=O)N(C)C[C@H]1[C@@H](c2ccc(C#CC(C)C)cc2)[C@@H](CO)N1C(=O)C1CCC1	-2	0.0	9	0.1	0.7	-13	-4	/
Cc1nc2cc3nc(C(F)(F)F)[nH]c3cc2[nH]1	4	0.3	-8	0.2	/	-11	/	/
CCCCn1nnnc1C(c1cccs1)N1CCN(C/C=C/c2ccccc2)CC1 (configuration not stated)	1	8.2	?	/	1.5	-37	-30	-1
CS(=O)(=O)c1ccc(Nc2nc(C(N)Cc3ccc(F)cc3)cs2)cc1 (configuration not stated)	8	-3.3	4	-0.1	-0.3	8	-4	-3
N#Cc1ccc(NC(=O)CN2C(=O)NC3(CCCC3)C2=O)cc1	6	0.2	-8	-0.1	1.2	-9	-4	2
CO[C@@H]1CN(C)C(=O)c2ccc(NS(C)(=O)=O)cc2OC[C@@H](C)N(C(=O)C2CC2)C[C@@H]1C	-6	-0.1	/	0.0	1.5	-7	-9	13
COc1cccc(S(=O)(=O)N(C)C[C@H]2OCc3cn(nn3)CCCC(=O)N([C@@H](C)CO)C[C@H]2C)c1	/	0.1	/	-0.7	-0.4	/	3	/
CCN(CC(=O)Nc1ccc(NC(C)=O)cc1)C(=O)/C=C/c1ccccc1	2	-0.8	8	0.1	-1.9	-6	-29	-1
COc1ccc2c3c(n(C)c2c1)[C@@H](CO)NCC31CCN(CC2CC2)CC1	-2	-0.5	1	0.3	0.4	56*	16	/
COc1ccc(-c2sc3ccccc3c2-c2ccc(OCCN3CCCCC3)cc2)cc1	-5	-1.4	-1	0.0	-1.3	-19	11	8
Cc1ccc(S(=O)(=O)N(C)C[C@H]2Oc3ccc(NC(=O)CCC(F)(F)F)cc3C(=O)N([C@@H](C)CO)C[C@H]2C)cc1	-1	-0.1	-7	0.1	1.3	18	3	-1
O=C(NCc1ccccc1)C1CCC(=O)N(CCCN2CCCC2=O)C1 (configuration not stated)	2	/	-2	-0.1	-1.5	-8	18	-3
The results go on.
SMILES	Casp6 inh	E-sel inducer	DENV2 CPE	Xi reactivation	CFTR F508del cor	RAD52 inh	INS-1E GSIS act	RAD54 inh
CC(C)Oc1cccc(C(=O)Nc2ccc(N3CCN(C)CC3)cc2)c1	-9	3.0	3	4.7	-2.9	-15	-2	3
COC(=O)[C@H]1[C@H](CO)[C@H]2Cn3c(ccc(/C=C/c4ccccc4)c3=O)[C@H]2N1C(=O)CC1CC1	/	0.1	/	0.3	-0.6	/	-3	/
C[C@H](CO)N1C[C@H](C)[C@@H](CN(C)Cc2cncnc2)Oc2ncc(C#CC3CCCCC3)cc2C1=O	-1	0.1	-7	-1.0	-0.5	9	-13	-13
CCN(C(=O)CSc1nc2ccc([N+](=O)[O-])cc2s1)C1CCS(=O)(=O)C1 (configuration not stated)	1	/	3	0.0	0.8	-6	-15	9
Cc1c(C(=O)N2CCCCC2)c(S(=O)(=O)N2CCN(c3ccc(Cl)cc3)CC2)c(C)n1C	-1	/	4	0.0	-3.5	-15	-11	4
O=C(NC[C@@H]1[C@H](c2ccccc2)[C@@H](CO)N1C(=O)C1CCC1)NC1CCCC1	/	-0.2	16	0.0	1.9	/	5	2
COc1ccccc1C(=O)Nc1ccc2c(c1)OC[C@H](C)N(C)C[C@H](C)[C@@H](OC)CN(C)C2=O	2	-0.1	8	-0.3	3.1	6	1	10
COc1cc(SC)ccc1C(=O)N(C)CC(=O)Nc1cccc2ccccc12	-1	/	-1	-0.1	2.9	-13	-10	-11
CS(=O)(=O)N1CCN(c2ccc(NC(=O)COc3ccccc3[N+](=O)[O-])cc2)CC1	0	0.2	0	0.2	0.2	1	1	5
O=C(C[C@H]1C[C@H]2c3cc(NC(=O)Nc4ccccc4F)ccc3O[C@H]2[C@H](CO)O1)NC1CCCC1	4	0.0	20*	0.0	-0.3	5	-14	-4
O=C(NC1CCCCC1)c1cc(S(=O)(=O)N2CCOCC2)c(Cl)cc1Cl	21	0.0	-2	0.4	0.2	-5	12	8
CO[C@H]1CN(C)C(=O)c2cc(NS(=O)(=O)c3ccc(-c4ccccc4)cc3)ccc2OC[C@@H](C)NC[C@@H]1C	3	0.0	3	-0.5	-2.9	25	-7	6
Cc1ccc(C(=O)N2CCCCC2)cc1S(=O)(=O)N1CCOCC1	0	-0.3	?	-0.1	2.7	-4	6	-1
N#Cc1ccccc1OCC(=O)Nc1cccc(S(=O)(=O)N2CCCCCC2)c1	0	-0.6	2	0.0	-3.4	-11	-4	6
Cc1ccc(CCC(=O)Nc2ccc(Cl)cc2Cl)o1	3	0.3	-9	0.2	-0.6	-14	-18	0
CC(=O)OC1(C)C=Cc2ccccc2C1=NS(=O)(=O)c1ccccc1 (configuration not stated)	-1	0.0	-6	0.3	-1.1	-20	/	2
CC(C)(C)NC(=O)C(c1ccccn1)N(C(=O)C1CSC(=O)C1)c1ccccc1F (configuration not stated)	-1	0.2	-1	0.0	2.8	-4	-1	0
Cc1csc(NC(=O)c2cccnc2)n1	1	/	-2	0.0	2.4	-8	/	3
O=C(Cc1c[nH]c2ccccc12)N1CCN(S(=O)(=O)c2ccc(F)cc2)CC1	-1	0.0	3	0.2	-0.6	-21	-30	2
OCCNc1ncnc2c1cnn2Cc1ccccc1	-3	-0.1	-1	0.2	-1.5	-1	9	6
O=C(NCc1ccco1)c1cccn2c(=O)c3sccc3nc12	2	/	/	/	/	-12	-8	6
O=C([C@H]1[C@H](CO)[C@H]2Cn3c(ccc(C4=CCCCC4)c3=O)[C@@H]1N2)N1CCCCC1	0	-0.1	3	0.1	/	12	4	-7
CCC(=O)c1cc(F)ccc1OCC(=O)N1CCN(c2ccc(F)cc2)CC1	-1	/	0	0.0	4.4	4	-32	/
O=C(CC1CC1)N1CC2(C1)[C@@H](c1ccccc1)[C@H](CO)N2C(=O)c1cnccn1	-1	0.5	4	0.0	-1.1	-12	7	/
Cc1ccccc1CN1C[C@@H]2C[C@@H](c3cn(C)nc3-c3ccccc3)N3CCC[C@@]23C1=O	0	/	-7	0.0	3.4	-32	0	/
The listing continues.
SMILES	Casp6 inh	E-sel inducer	DENV2 CPE	Xi reactivation	CFTR F508del cor	RAD52 inh	INS-1E GSIS act	RAD54 inh
CCOC(=O)c1c(S(=O)(=O)N2CCC(C)CC2)c(C)n(C)c1C	-1	/	1	0.1	-2.3	-14	4	8
C[N+](C)(C)C[C@H](O)CC(=O)O	-1	1.3	?	-0.1	1.7	0	/	7
CCOC(=O)C1(Cc2ccccc2C)CCCN(C(=O)c2ccc(OC)o2)C1 (configuration not stated)	3	-0.3	-1	0.0	0.4	-11	19	2
CCN(c1ccccc1)S(=O)(=O)c1ccc(C(=O)N(C)CCc2ccc(OC)c(OC)c2)cc1	/	/	8	0.1	1.0	-18	2	-8
Cc1cc(-c2cc(-c3ccccc3)on2)nc(NCC2CC2)n1	-2	0.7	-10	0.1	0.0	-6	0	9
CCOC(=S)N/C(=N\S(C)(=O)=O)c1ccccc1	-1	-0.3	1	-0.2	0.9	-11	33	/
COc1cc(/C=N\NC(=O)c2ccc(C)nc2)ccc1OC(=O)c1cccc(F)c1	-1	0.0	?	0.0	-1.4	10	3	3
Cc1ccc(O)c(NC(=O)c2cc(-c3ccco3)on2)c1	0	-0.5	-1	0.2	1.2	-22	-11	4
CC(=O)N1CCN(C(=S)c2cccc([N+](=O)[O-])c2)CC1	0	/	-6	-0.1	/	-6	3	/
O=C(Nc1cccc(-c2csc(Nc3ccccc3)n2)c1)c1cc([N+](=O)[O-])cc(C(F)(F)F)c1	-1	0.2	-10	0.0	3.9	-14	6	-3
C[C@H](NC(=O)C[C@H]1CC[C@@H](NC(=O)Nc2ccc3c(c2)OCO3)[C@@H](CO)O1)c1ccccc1	-2	-0.6	4	0.8	-1.8	-3	-8	-3
Cc1nn(-c2ccccc2)c(-c2ccccc2[N+](=O)[O-])c1CC#N	2	-0.2	1	0.1	-1.2	-9	18	/
COC(=O)[C@H](Cc1ccccc1)NC(=O)/C=C/[C@H]1O[C@@H](n2cc(C)c(=O)[nH]c2=O)C[C@@H]1O	4	-0.1	-2	-0.1	0.6	-7	-6	2
Cc1csc(=O)n1CCC(=O)OC(C)C(=O)NCc1ccccc1 (configuration not stated)	1	-0.1	?	-0.1	4.2	0	-8	-9
C[C@@H]1CCCCO[C@H](CN(C)C(=O)Nc2cccc3ccccc23)[C@@H](C)CN([C@H](C)CO)C(=O)c2cc(NC(=O)c3ccccc3)ccc2O1	0&-2	-0.1	0&-13	0.0&0.1	0.0&1.7	-84&-16	-4&-9	2&-1
COc1ccc2cc(CCNC(=O)C(C)C)c(=O)[nH]c2c1	-1	0.4	9	0.3	-1.0	4	/	0
